Screening data deposited in PubChem by National Center for Advancing Translational Sciences (NCATS).
PI4K2A inh: blocks human PI4K2A kinase activity; activity change, negative = inhibition, % at 76.9 µM; purified PI4K2A, ADP-Glo luminescence, 1 h; stronger effect = lower value; hit rate 0.13% among 420,000; in the data active = activity change below about -50%; inconclusive = mostly about -30% to -49%;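 note: -100% = wells without enzyme as full effect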
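Compounds are screened against recombinant PI4K2A using PI as substrate and ATP, the latter dispensed at 300 microM. Reactions run one hour at ambient temperature before ADP-Glo detection; full inhibition defined by wells lacking enzyme.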
TrxR1 substrate: rat thioredoxin reductase 1 substrate activity | O89049 | purified TrxR1 substrate turnover, NADPH consumption readout | Potency, µM (highest dose often 114 µM), for inactives: at the highest dose activity change, negative = substrate turnover | hit rate 0.01% among 390,000; note: potency is the fitted concentration of half-maximal effect; % is set by controls: 0 for no effect and ±100 for the full control effect; nearly all actives have a fitted effect of over 50% in size
Target sequence (O89049 whole entry, looked up): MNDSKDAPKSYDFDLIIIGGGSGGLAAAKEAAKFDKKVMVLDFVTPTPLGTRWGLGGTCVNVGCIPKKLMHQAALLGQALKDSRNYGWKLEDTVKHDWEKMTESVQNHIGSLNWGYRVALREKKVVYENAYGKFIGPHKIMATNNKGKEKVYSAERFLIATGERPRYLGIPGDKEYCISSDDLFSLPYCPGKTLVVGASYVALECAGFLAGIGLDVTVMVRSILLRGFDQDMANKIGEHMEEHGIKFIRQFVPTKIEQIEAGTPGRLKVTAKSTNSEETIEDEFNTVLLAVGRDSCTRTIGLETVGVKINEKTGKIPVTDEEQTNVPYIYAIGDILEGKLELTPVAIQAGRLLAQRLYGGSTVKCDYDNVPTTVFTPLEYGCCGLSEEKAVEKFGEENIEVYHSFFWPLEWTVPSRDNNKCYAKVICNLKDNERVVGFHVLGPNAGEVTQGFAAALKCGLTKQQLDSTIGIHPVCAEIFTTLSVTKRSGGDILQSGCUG
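Rat TrxR1, dispensed at 90 nM, was prereduced with 400 uM NADPH (final) for 5 min at ~22 deg C, then incubated with compound 15 min before 400 uM selenite. A first-read NADPH fluorescence drop versus no-compound background flagged substrates.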
IDH1 R132H inh: human IDH1 R132H inhibition; hit rate 0.093% among 390,000; IDH1-R132H enzyme, NADPH consumption, diaphorase/resazurin fluorescence; AID 602179; Potency, µM (doses to about 76.6 µM), for the others: at the top dose activity change, negative = inhibition, most hits filed as inhibitors; O75874; note: potency is the fitted concentration of half-maximal effect; % is set by controls: 0 for no effect and ±100 for the full control effect; nearly all actives have a fitted effect of over 65% in size
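IDH1-R132H (0.5 ug/mL) preincubated 30 min with compound, then NADPH (0.016 mM) and alpha-KG (2 mM) added; 80 min at RT, pH 7.5. Remaining NADPH coupled via diaphorase/resazurin to fluorescence (540/590 nm); concentration-response curves normalized to no-enzyme control.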
USP1 inh: blocks the human USP1/UAF1 deubiquitinase complex | O94782 | recombinant USP1/UAF1, Ub-Rhodamine cleavage fluorescence | Potency, µM (series often up to 57.1 µM), without a hit: at the highest dose activity change, negative = inhibition, usual class: inhibitors | hit rate 0.23% among 390,000; note: potency is the fitted concentration of half-maximal effect; % is set by controls: 0 for no effect and ±100 for the full control effect; nearly all actives have a fitted effect of over 60% in size; inactives centre near -12
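USP1/UAF1 complex (1 nM) preincubated 15 min at room temperature with compound, then Ub-Rho substrate (150 nM final) added. Kinetic fluorescence at 480/540 nm over 6 reads at 60 s intervals; 50 mM HEPES pH 7.8, 0.5 mM EDTA, 0.1 mg/ml BSA, 1 mM TCEP, 0.01% Tween-20.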
D2 agonist: activates the human D2 dopamine receptor | HEK293 T-REx D2 cells, calcium flux agonist mode | hit rate 0.53% among 340,000 | P14416 | activation, % at 2 µM;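 active = activation over 3 SD above normal in the single-dose calcium agonist read, cut at about 30% in these data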; note: 0% is about no effect
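Tetracycline-induced HEK293 T-REx cells with force-coupled D2 receptor, plated overnight at 30 C, loaded with no-wash calcium dye. After a 10 s baseline, compound was pin-added and calcium flux read kinetically for 180 s; calcium rises flagged agonists.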
D2 antag: antagonizes the human D2 dopamine receptor; P14416; AID 485344; hit rate 2% among 340,000; HEK293 TREx D2 cells, calcium flux, dopamine EC80; inhibition, % at 10 µM; in the data active = inhibition above about 30%; note: 0% is about no effect
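Measurement of antagonist activity uses fluorescent calcium dye in inducible HEK293 T-REx D2 cells: 10 s baseline, compound addition with 180 s read, EC80 dopamine addition with a further 180 s read.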
TRHR enhancer: allosterically enhances the human TRH receptor; P34981; TRHR cells, fluo-8 calcium fluorescence, EC20 TRH enhancement; enhancement, % at 2 µM; hit rate 0.66% among 360,000; AID 493056; in the data active = enhancement above about 30%; note: 0% is about no effect
Target sequence (P34981 whole entry, looked up): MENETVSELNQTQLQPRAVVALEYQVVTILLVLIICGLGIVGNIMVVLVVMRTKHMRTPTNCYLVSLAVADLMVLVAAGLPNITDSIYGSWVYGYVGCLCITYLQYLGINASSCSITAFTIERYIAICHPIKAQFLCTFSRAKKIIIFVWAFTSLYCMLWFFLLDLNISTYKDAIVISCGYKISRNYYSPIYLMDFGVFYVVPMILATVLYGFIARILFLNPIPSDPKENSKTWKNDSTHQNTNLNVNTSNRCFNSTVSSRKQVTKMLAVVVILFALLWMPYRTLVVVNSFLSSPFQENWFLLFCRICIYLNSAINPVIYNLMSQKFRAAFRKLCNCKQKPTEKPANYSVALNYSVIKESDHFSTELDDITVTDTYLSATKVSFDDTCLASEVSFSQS
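TRHR-expressing cells loaded with fluo-8 calcium dye were read kinetically (ex 480/em 530) during compound addition, then stimulated with an EC20 of TRH (10 nM final). Enhancement of the Gq-mediated intracellular calcium response was scored.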
rTrxR1 inhibitor: blocks rat thioredoxin reductase 1; O89049; hit rate 1% among 390,000; recombinant rTrxR1, NADPH fluorescence consumption, selenite substrate; AID 588453; Potency, µM (doses to about 114 µM), for inactives: top-dose activity change, negative = inhibition, actives largely listed as inhibitors; note: potency is the fitted concentration of half-maximal effect; % is set by controls: 0 for no effect and ±100 for the full control effect; nearly all actives have a fitted effect of over 65% in size
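Rat TrxR1 (90 nM in the dispensed reagent) was pre-reduced with 400 uM NADPH for 5 min at room temperature, then incubated with compound for 15 min. After 400 uM selenite was added, NADPH fluorescence (Ex 340/Em 450 nm) was followed for 8 min.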
TRHR agonist: activates the human TRH receptor. P34981. TRHR cells, calcium flux fluo-8, FDSS agonist mode. activation, % at 2 µM. hit rate 0.18% among 360,000; in the data active = activation above about 30%; note: 0% is about no effect
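TRHR-expressing cells loaded with fluo-8 calcium dye; 23 nL library compound pin-transferred, kinetic FDSS fluorescence (Ex 480/Em 530) recorded about 180 s for agonist-induced calcium release, before a 10 nM TRH EC20 addition for potentiator mode.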
Numbers without * were called inactive; & = joins results of further samples; [ ] = dose if it differs, or a comment. Unless noted, calls come from the whole dose curve; as a rule, active = well fitted inhibition curve with a large enough effect; inconclusive = small, poorly fitted or top-dose-only effect; inactive = no such curve, though single readings can be large or run the other way.

Results for COc1cc2c(c(O)c1OC)-c1c(cc(OC)c(OC)c1O)[C@@H](OC(=O)c1ccccc1)[C@@](C)(O)[C@@H](C)[C@@H]2OC(C)=O ?
D2 agonist: -0.4; D2 antag: -8; TRHR enhancer: -2; TRHR agonist: 0.6

How did Cc1ccc(NC(=O)CS(=O)(=O)c2cn(C)c3ccccc23)c(C)c1 do in these assays?
PI4K2A inh: -2; TrxR1 substrate: -8%; IDH1 R132H inh: 7%; USP1 inh: -15%; D2 agonist: -1.2; D2 antag: 16; TRHR enhancer: -3; rTrxR1 inhibitor: -4%; TRHR agonist: -1.0

How did COCCNC(=O)c1ccc(NC(=O)N2CCCCc3ccccc32)cc1 do in these assays?
PI4K2A inh: -1; TrxR1 substrate: 1%[57.1 µM]; IDH1 R132H inh: -2%; USP1 inh: -8%; D2 agonist: 0.5; TRHR enhancer: -6; rTrxR1 inhibitor: 11%[57.1 µM]; TRHR agonist: -0.1

How did Clc1ccc(OCc2nnnn2-c2ccccc2)cc1 do in these assays?
PI4K2A inh: 1; TrxR1 substrate: 1%; IDH1 R132H inh: -3%; USP1 inh: -1%; D2 agonist: -1.3; D2 antag: -4; TRHR enhancer: -2; rTrxR1 inhibitor: 3%; TRHR agonist: 0.4

Results for c1ccc(-n2ncc3c(NCc4ccc5c(c4)OCO5)ncnc32)cc1 ?
PI4K2A inh: -4; TrxR1 substrate: 0%; IDH1 R132H inh: 5%; USP1 inh: 1%; D2 agonist: 2.3; D2 antag: -2; TRHR enhancer: -3; rTrxR1 inhibitor: -1%; TRHR agonist: 0.0

Results for CCOc1nc(Nc2ccc(OC)cc2)nc(OCC)n1 ?
PI4K2A inh: -14; TrxR1 substrate: -11%; IDH1 R132H inh: 4%; USP1 inh: 0%; D2 agonist: -1.4; D2 antag: -2; TRHR enhancer: 1; rTrxR1 inhibitor: -7%; TRHR agonist: 0.0

What do the screens show for `Cc1ccc(-n2ncc3c(=O)[nH]c(SCC(=O)NCC4CCCO4)nc32)cc1` (stereo unspecified)?
PI4K2A inh: -1; TrxR1 substrate: -2%; IDH1 R132H inh: -11%; USP1 inh: -1%; rTrxR1 inhibitor: 12%

What do the screens show for `O=C1C2CCCN2C(c2cccc(Br)c2)N1c1ccc(F)cc1` (stereo unspecified)?
PI4K2A inh: 2; TrxR1 substrate: 2%[57.1 µM]; IDH1 R132H inh: -6%; USP1 inh: -1%; D2 agonist: -1.1; D2 antag: 38*; TRHR enhancer: -12; rTrxR1 inhibitor: 11%[57.1 µM]; TRHR agonist: 0.1

What do the screens show for `O=c1cc(CNc2cc(Cl)ccc2Cl)nc2sccn12`?
PI4K2A inh: 0; TrxR1 substrate: 11%[57.1 µM]; IDH1 R132H inh: 12%; USP1 inh: -18%; D2 agonist: -1.8; D2 antag: -8; TRHR enhancer: 3; rTrxR1 inhibitor: -4%[57.1 µM]; TRHR agonist: -1.6

How did Cc1cc(C)n(-c2ccc(C(=O)OCC(=O)Nc3ccc(S(N)(=O)=O)cc3)cc2)n1 do in these assays?
PI4K2A inh: -2; TrxR1 substrate: -6%; IDH1 R132H inh: 3%; USP1 inh: -6%; rTrxR1 inhibitor: 3%

What do the screens show for `O=C(NCC1CCCO1)Nc1ccc2c(c1)OCO2` (stereo unspecified)?
PI4K2A inh: 2; TrxR1 substrate: 3%; IDH1 R132H inh: -1%; USP1 inh: -20%; D2 agonist: 0.3; D2 antag: -8; TRHR enhancer: 0; rTrxR1 inhibitor: 16%; TRHR agonist: -0.3

Results for NC(=O)c1ccc(NC(=O)COC(=O)CCN=C2NS(=O)(=O)c3ccccc32)cc1 ?
PI4K2A inh: 14; TrxR1 substrate: -1%; IDH1 R132H inh: 4%; USP1 inh: -19%; D2 agonist: -0.7; D2 antag: -26; TRHR enhancer: 0; rTrxR1 inhibitor: 18%; TRHR agonist: -0.2

Results for O=C(CC1C(=O)NCCN1Cc1ccc(-c2ccccc2)cc1)NCCOc1cccnc1 (stereo unspecified) ?
PI4K2A inh: 0; TrxR1 substrate: -2%; IDH1 R132H inh: -8%; USP1 inh: -14%; D2 agonist: 12; D2 antag: -2; TRHR enhancer: -8; rTrxR1 inhibitor: 9%; TRHR agonist: 2.1

How did O=C(COC(=O)CCc1nc2ccccc2n1-c1ccccc1)Nc1ccc(N2CCCCC2)cc1 do in these assays?
PI4K2A inh: -6; TrxR1 substrate: 8%[57.1 µM]; IDH1 R132H inh: 0%; USP1 inh: -22%; D2 agonist: -0.6; D2 antag: 4; TRHR enhancer: 6; rTrxR1 inhibitor: 14%[57.1 µM]; TRHR agonist: -0.4

How did Cc1ccc2[nH]nc(C(=O)N3CCCC(C(=O)c4ccc(Cl)cc4)C3)c2c1 (stereo unspecified) do in these assays?
PI4K2A inh: -2; TrxR1 substrate: 8%[11.4 µM]; IDH1 R132H inh: 5%; USP1 inh: -3%; D2 agonist: 1.6; D2 antag: -16; TRHR enhancer: 9; rTrxR1 inhibitor: 27%[11.4 µM]; TRHR agonist: 0.8

Results for Cc1ccccc1C(=O)NC(CC(C)C)C(=O)NCC(C)(C)N1CCOCC1 (stereo unspecified) ?
PI4K2A inh: 2; TrxR1 substrate: -3%; IDH1 R132H inh: -1%; USP1 inh: -11%; rTrxR1 inhibitor: 0%

How did Nc1cc(S(=O)(=O)Nc2ccccc2Cl)ccc1N1CCCCC1 do in these assays?
PI4K2A inh: -14; TrxR1 substrate: -9%; IDH1 R132H inh: -16%; USP1 inh: -9%; rTrxR1 inhibitor: -18%

What do the screens show for `COc1ccc(CNC(=O)C(=O)NCC(c2cccnc2)N2CCN(c3ccccc3)CC2)cc1` (stereo unspecified)?
PI4K2A inh: -1; TrxR1 substrate: 6%[11.4 µM]; IDH1 R132H inh: 1%; USP1 inh: -19%; D2 agonist: 0.0; TRHR enhancer: -9; rTrxR1 inhibitor: 16%; TRHR agonist: -0.2

Results for CCOc1ccc(CN(C)C(=O)[C@H](C)NC(=O)c2ccco2)cc1OC ?
PI4K2A inh: 1; TrxR1 substrate: 7%[57.1 µM]; IDH1 R132H inh: 1%; USP1 inh: -8%; D2 agonist: 0.2; D2 antag: -14; TRHR enhancer: 2; rTrxR1 inhibitor: 31%[57.1 µM]; TRHR agonist: 0.6

How did O=C(COC(=O)C1CC1)Nc1ccc(Oc2ccccc2)cc1 do in these assays?
PI4K2A inh: -1; TrxR1 substrate: -8%; IDH1 R132H inh: 9%; USP1 inh: -1%; D2 agonist: -0.1; D2 antag: 3; TRHR enhancer: -1; rTrxR1 inhibitor: -2%; TRHR agonist: -0.7

Results for Cc1nn(CC(=O)NCCCc2ccccc2)c(=O)c2cccn12 ?
PI4K2A inh: -4; TrxR1 substrate: -3%; IDH1 R132H inh: 6%; USP1 inh: -13%; D2 agonist: 0.2; D2 antag: 12; TRHR enhancer: 2; rTrxR1 inhibitor: 0%; TRHR agonist: 0.2

Results for COc1ccc(NC(=O)C2CCN(c3ccc(Sc4ccc(C)cc4)nn3)CC2)cc1 ?
PI4K2A inh: -4; TrxR1 substrate: -1%; IDH1 R132H inh: -15%; USP1 inh: -16%; D2 agonist: -0.3; TRHR enhancer: 5; rTrxR1 inhibitor: 3%; TRHR agonist: -0.5

What do the screens show for `Cc1noc(NS(=O)(=O)c2ccc(NC(=O)C34CCC(CC3)C4)cc2)c1C`?
PI4K2A inh: -9; TrxR1 substrate: 20%; IDH1 R132H inh: 3%; USP1 inh: inconclusive; TRHR enhancer: -2; rTrxR1 inhibitor: 39%[activator]; TRHR agonist: 0.4

Results for CN(CC(=O)Nc1cccc(F)c1)C(=O)c1ccc(N2CCCC2)c([N+](=O)[O-])c1 ?
PI4K2A inh: 25; TrxR1 substrate: -2%[57.1 µM]; IDH1 R132H inh: -11%; USP1 inh: -20%; TRHR enhancer: 6; rTrxR1 inhibitor: 3%[57.1 µM]; TRHR agonist: -0.2

What do the screens show for `CCCCNC(=O)CCC(=O)NNc1nc2ccccc2c2nc(C)nn12`?
PI4K2A inh: 4&0; TrxR1 substrate: 2%&-19%; IDH1 R132H inh: 2%&2%; USP1 inh: -18%&3%; D2 agonist: -0.3&-0.1; D2 antag: -11; TRHR enhancer: 0&1; rTrxR1 inhibitor: 23%&-11%; TRHR agonist: -0.2&0.3

What do the screens show for `CC1=NN(C(C#N)c2c(C)nn(Cc3ccccc3)c2C)C(C)(C)C1` (stereo unspecified)?
PI4K2A inh: -3; TrxR1 substrate: 5%; IDH1 R132H inh: 6%; USP1 inh: -22%; D2 agonist: 1.6; D2 antag: -3; TRHR enhancer: -1; rTrxR1 inhibitor: -30%; TRHR agonist: -0.4

How did O=C(O)CC(c1cccc(O)c1)N1Cc2ccccc2C1=O (stereo unspecified) do in these assays?
PI4K2A inh: 3; TrxR1 substrate: 1%; IDH1 R132H inh: 11%; USP1 inh: -4%; D2 agonist: -0.5; D2 antag: -12; TRHR enhancer: 1; rTrxR1 inhibitor: 18%; TRHR agonist: 0.8

How did COc1ccccc1OCCn1cc(C#N)c2ccccc21 do in these assays?
PI4K2A inh: 9; TrxR1 substrate: 3%; IDH1 R132H inh: 2%; USP1 inh: -20%; D2 agonist: 0.8; D2 antag: 1; TRHR enhancer: -11; rTrxR1 inhibitor: 9%; TRHR agonist: 0.3
